TDP1 cell noCPT = qHTS for Inhibitors of human tyrosyl-DNA phosphodiesterase 1 (TDP1): qHTS in cells in absence of CPT | DT40 Tdp1-/- hTDP1 cells, no CPT, ATP luminescence, 48 h | Potency, µM (titrated, usually from 46.2 µM), without a hit: top-dose activity change, negative = growth inhibition, usual class: inhibitors | 420,000 compounds, 15% hits | AID 686978, 2013; also: nearly all actives have a fitted effect of over 55% in size
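Seeded 400 DT40-hTDP1 cells/well (vehicle DMSO, no 20 nM CPT); pinned compounds; ≥48 hr at 37 °C; CellTiter-Glo luminescence as viability measure.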
KAT2A inh = GCN5L2 (KAT2A) acetyltransferase inhibition; 390,000 compounds, 0.21% hits; GCN5L2 HAT assay, ThioGlo1 CoA-SH fluorescence; Potency, µM (top dose mostly 58.9 µM), without a hit: top-dose activity change, negative = inhibition, hits mostly inhibitors
Target sequence (Q92830 whole entry, looked up): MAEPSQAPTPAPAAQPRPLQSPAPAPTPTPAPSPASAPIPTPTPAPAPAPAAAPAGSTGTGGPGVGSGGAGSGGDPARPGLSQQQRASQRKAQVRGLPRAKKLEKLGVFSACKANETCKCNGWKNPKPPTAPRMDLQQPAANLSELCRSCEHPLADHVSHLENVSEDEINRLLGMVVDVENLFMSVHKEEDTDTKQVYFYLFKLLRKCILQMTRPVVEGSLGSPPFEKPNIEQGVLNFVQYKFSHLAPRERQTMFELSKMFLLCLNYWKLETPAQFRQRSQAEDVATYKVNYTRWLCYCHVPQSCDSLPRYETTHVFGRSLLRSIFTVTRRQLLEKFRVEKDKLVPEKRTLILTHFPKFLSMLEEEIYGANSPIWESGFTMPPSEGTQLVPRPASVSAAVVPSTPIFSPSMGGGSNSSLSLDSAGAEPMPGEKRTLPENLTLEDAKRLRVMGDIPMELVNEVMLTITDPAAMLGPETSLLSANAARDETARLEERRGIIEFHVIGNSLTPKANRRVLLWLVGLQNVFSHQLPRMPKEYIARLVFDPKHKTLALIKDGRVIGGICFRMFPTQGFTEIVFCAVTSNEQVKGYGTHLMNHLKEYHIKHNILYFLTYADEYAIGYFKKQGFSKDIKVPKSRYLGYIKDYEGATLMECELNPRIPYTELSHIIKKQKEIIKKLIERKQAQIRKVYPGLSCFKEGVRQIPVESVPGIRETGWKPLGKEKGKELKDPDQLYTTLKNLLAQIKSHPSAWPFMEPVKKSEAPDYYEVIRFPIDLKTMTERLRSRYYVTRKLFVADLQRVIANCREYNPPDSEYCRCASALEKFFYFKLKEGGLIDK
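Titration-based screen in which CoA formation is detected via maleimide probe ThioGlo1 (50uM) turning fluorescent on thiol reaction; substrates H3(1-25) 75uM and acetyl-CoA 70uM, GCN5L2 20nM, 20 min incubation at room temperature.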
DT40 TDP1 CPT = DT40-hTDP1 cell growth loss with CPT. chicken DT40 Tdp1-/-;hTDP1 cells + 20 nM CPT, ATP luminescence, 48 h. AID 686979. Potency, µM (highest dose often 46.2 µM), without a hit: at the highest dose activity change, negative = growth inhibition, usual class: inhibitors. 420,000 compounds, 12% hits; also: nearly all actives have a fitted effect of over 55% in size
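Chicken DT40 Tdp1-/- cells stably complemented with human TDP1 were seeded at 400 cells/well in medium containing 20 nM camptothecin, exposed to pin-transferred compounds, and grown at 37 °C for at least 48 hr. Viability was read as ATP luminescence.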
* hit, by the source's call; ? = inconclusive; . = not tested or not shown; [ ] = remark or other dose. Calls follow the shape of the dose curve; as a rule, active = well fitted curve in the direction sought with a large enough effect; inconclusive = small, poorly fitted or top-dose-only effect, or another doubt; inactive = no such curve, though single readings can be large; an effect the other way counts as inactive or inconclusive. % is scaled to controls: 0 for no effect and ±100 for the full control effect; potency is read from the fitted curve at half-maximal effect. Only part of the results is shown; rates above refer to the full screens.

(1) O=C(COC(=O)C12CC3CC(CC(C3)C1)C2)NC12CC3CC(CC(C3)C1)C2
  TDP1 cell noCPT: -16%	KAT2A inh: -5%	DT40 TDP1 CPT: -28%

(2) CN(C)/C=C(\C#N)C(=O)Nc1ccc(F)c(Cl)c1
  TDP1 cell noCPT: ?	KAT2A inh: 14%	DT40 TDP1 CPT: ?

(3) COc1ccc(-c2n[nH]c(=S)n2-c2ccc3c(c2)OCCO3)cc1
  TDP1 cell noCPT: ?	KAT2A inh: 0%	DT40 TDP1 CPT: ?

(4) CCOc1ccc(S(=O)(=O)Nc2ccc(C(=O)N3CCCC3)cc2)cc1C(N)=O
  TDP1 cell noCPT: -15%	KAT2A inh: -30%	DT40 TDP1 CPT: 1%

(5) CCc1ccc(OCC(=O)N2CCN(c3ccccc3F)CC2)cc1
  TDP1 cell noCPT: -3%	KAT2A inh: -6%	DT40 TDP1 CPT: -22%

(6) Cc1nc2nc(SCC(=O)NCCc3ccc(Cl)cc3)nn2c(C)c1Cc1ccccc1
  TDP1 cell noCPT: ?	KAT2A inh: -7%	DT40 TDP1 CPT: ?

(7) C#CCOc1c(Br)cc(C2C(C(=O)OC)=C(C)NC3=C2C(=O)c2ccccc23)cc1OCC (centres undefined)
  TDP1 cell noCPT: 5.8µM*	KAT2A inh: -9%	DT40 TDP1 CPT: ?

(8) CNC(=O)C[C@@H]1CC[C@@H]2[C@H](COC[C@H](O)CN2S(=O)(=O)c2ccccc2Cl)O1
  TDP1 cell noCPT: -5%	KAT2A inh: .	DT40 TDP1 CPT: -3%

(9) CCOC(=O)c1c(NC(=O)c2ccccc2Cl)sc2c1CCCC2
  TDP1 cell noCPT: ?	KAT2A inh: -5%	DT40 TDP1 CPT: ?

(10) COc1ccc(-n2ncc3c2CC(C)(C)CC3NC(=O)CCc2c(C)noc2C)cc1 (centres undefined)
  TDP1 cell noCPT: -10%	KAT2A inh: -4%	DT40 TDP1 CPT: -15%

(11) CC(=O)Cn1c(CN2CCN(C(=O)c3ccco3)CC2)nc2c1c(=O)n(C)c(=O)n2C
  TDP1 cell noCPT: -8%	KAT2A inh: -6%	DT40 TDP1 CPT: -26%

(12) O=C(CSC1CCCCC1)Nc1ccccc1Br
  TDP1 cell noCPT: ?	KAT2A inh: -2%	DT40 TDP1 CPT: ?

(13) CN1CCN(S(=O)(=O)c2ccc3[nH]cc(C(=O)O)c(=O)c3c2)CC1
  TDP1 cell noCPT: -2%	KAT2A inh: -10%	DT40 TDP1 CPT: 1%

(14) CCC(c1nnnn1-c1ccc2c(c1)OCCO2)N1CCN(C(C)=O)CC1 (centres undefined)
  TDP1 cell noCPT: 0%	KAT2A inh: .	DT40 TDP1 CPT: 2%

(15) COc1ccc(NC(=S)NCCc2c[nH]c3ccccc23)cc1
  TDP1 cell noCPT: ?	KAT2A inh: -4%	DT40 TDP1 CPT: ?

(16) CC(=O)Nc1cc(C(=O)O)ccc1S(=O)(=O)c1ccc(Cl)cc1
  TDP1 cell noCPT: -9%	KAT2A inh: -2%	DT40 TDP1 CPT: -15%

(17) CC(=O)c1cccc(S(=O)(=O)NCCc2csc3nc(-c4ccc(F)cc4)nn23)c1
  TDP1 cell noCPT: ?	KAT2A inh: -16%	DT40 TDP1 CPT: ?

(18) COc1cccc(NC(=O)Cc2nnc(SCC(=O)c3ccccc3)n2C)c1
  TDP1 cell noCPT: 1%	KAT2A inh: -6%	DT40 TDP1 CPT: 21%

(19) FC(F)(F)c1cnc(NNC(=S)Nc2ccccc2Cl)c(Cl)c1
  TDP1 cell noCPT: 18µM*	KAT2A inh: -2%	DT40 TDP1 CPT: ?

(20) CC1Cc2cc(/C(O)=C3/C(=O)C(=O)N(CCCn4ccnc4)C3c3ccc(F)cc3)ccc2O1 (centres undefined)
  TDP1 cell noCPT: 23%	KAT2A inh: -11%	DT40 TDP1 CPT: -10%

(21) Cc1cc(C(=O)NNC(=O)c2ccc(C(F)(F)F)cc2)no1
  TDP1 cell noCPT: -14%	KAT2A inh: -9%	DT40 TDP1 CPT: 4%

(22) O=C(COC(=O)c1cccnc1Cl)NCc1ccc(F)cc1
  TDP1 cell noCPT: -8%	KAT2A inh: 1%	DT40 TDP1 CPT: -6%

(23) NC(=O)c1ccc(NC(=O)c2ccc(COc3ccccc3Br)cc2)cc1
  TDP1 cell noCPT: -13%	KAT2A inh: 2%	DT40 TDP1 CPT: -17%

(24) Cc1cccc(NC(=S)NC(=O)c2ccco2)n1
  TDP1 cell noCPT: -3%	KAT2A inh: -1%	DT40 TDP1 CPT: 5%

(25) COc1cccc(-c2ccc3c(c2)O[C@@H](CN(C)C(=O)C2CCOCC2)[C@H](C)CN([C@H](C)CO)S3(=O)=O)c1
  TDP1 cell noCPT: ?	KAT2A inh: .	DT40 TDP1 CPT: ?

(26) N#C/C(C(N)=O)=C1/SC(Cc2ccc(F)cc2)C(=O)N1c1ccccc1 (centres undefined)
  TDP1 cell noCPT: 0%	KAT2A inh: -1%	DT40 TDP1 CPT: 4%

(27) O=C1CCCC/C=C\C[C@H](CC(=O)N(CCO)Cc2ccccc2)C(=O)N[C@@H](Cc2ccccc2)CO1
  TDP1 cell noCPT: ?	KAT2A inh: 0%	DT40 TDP1 CPT: ?

(28) O=C(CN1CCc2ccccc2C1)Nc1ccccc1C(F)(F)F
  TDP1 cell noCPT: -9%	KAT2A inh: -9%	DT40 TDP1 CPT: -6%

(29) O=C(Nc1ccccc1Oc1ccccc1)c1cc([N+](=O)[O-])ccc1Cl
  TDP1 cell noCPT: ?	KAT2A inh: 0%	DT40 TDP1 CPT: 16µM*

(30) Cc1ccc(N2CC(C(=O)Nc3cccc(F)c3)CC2=O)cc1 (centres undefined)
  TDP1 cell noCPT: -1%	KAT2A inh: -3%	DT40 TDP1 CPT: -5%

(31) COc1ccc(CC(=O)OCC(=O)Nc2ccc(OC(F)F)cc2)cc1OC
  TDP1 cell noCPT: 5%	KAT2A inh: -1%	DT40 TDP1 CPT: -2%

(32) CCC(=O)Nc1ccc(-c2csc(NNC(C)=O)n2)cc1
  TDP1 cell noCPT: 1%	KAT2A inh: -8%	DT40 TDP1 CPT: 0%

(33) CCCOP(=O)(OCCC)C(Nc1ccc(C(=O)O)cc1)c1ccccc1 (centres undefined)
  TDP1 cell noCPT: -5%	KAT2A inh: -3%	DT40 TDP1 CPT: -16%

(34) Cc1cc(Cl)ccc1C(=O)C1CCCN(C(=O)c2n[nH]c3c2CCCC3)C1 (centres undefined)
  TDP1 cell noCPT: ?	KAT2A inh: -5%	DT40 TDP1 CPT: ?

(35) CC(C)c1ccc(NC2CCCN(C(=O)CC3CCCC3)C2)cc1 (centres undefined)
  TDP1 cell noCPT: 10µM*	KAT2A inh: -12%	DT40 TDP1 CPT: 21µM*

(36) Cc1cccc(C)c1Cn1c(C)c(C(=O)NCc2ccccc2C(F)(F)F)sc1=O
  TDP1 cell noCPT: ?	KAT2A inh: .	DT40 TDP1 CPT: ?

(37) CN(C(=O)c1ccccc1F)C(c1ccccc1)c1ccccc1
  TDP1 cell noCPT: 16µM*	KAT2A inh: -7%	DT40 TDP1 CPT: 10µM*

(38) C=CCOc1cccc(/C=C/c2nc3ccccc3c(=O)[nH]2)c1
  TDP1 cell noCPT: -20%	KAT2A inh: -6%	DT40 TDP1 CPT: ?

(39) CCOC(=O)N1CCN(C(=O)CSc2nc3nc(C)cc(C)n3n2)CC1
  TDP1 cell noCPT: -8%	KAT2A inh: -3%	DT40 TDP1 CPT: -7%

(40) CC1Cc2cc(S(=O)(=O)CCC(=O)Nc3ccc(F)cc3)ccc2N1C(=O)C1CC1 (centres undefined)
  TDP1 cell noCPT: ?	KAT2A inh: -7%	DT40 TDP1 CPT: ?

(41) COc1ccc(S(=O)(=O)Nc2ccc(C)cn2)cc1
  TDP1 cell noCPT: -4%	KAT2A inh: -5%	DT40 TDP1 CPT: 1%

(42) COc1ccc(C2NC(=O)C(=O)/C2=C(\O)c2ccc(Cl)cc2)cc1OC (centres undefined)
  TDP1 cell noCPT: -7%	KAT2A inh: -9%	DT40 TDP1 CPT: 2%

(43) CCc1ccc(N2CC(C(=O)OCc3nc4ccsc4c(=O)[nH]3)CC2=O)cc1 (centres undefined)
  TDP1 cell noCPT: 22%	KAT2A inh: -16%	DT40 TDP1 CPT: -22%

(44) Cc1ccc(C(=O)Oc2cccc(NC(=O)c3ccccc3)c2)cc1C
  TDP1 cell noCPT: ?	KAT2A inh: -11%	DT40 TDP1 CPT: 0%

(45) Cn1c(=O)c2c(nc(CN3CCN(C(c4ccccc4)c4ccccc4)CC3)n2CC(N)=O)n(C)c1=O
  TDP1 cell noCPT: -13%	KAT2A inh: -3%	DT40 TDP1 CPT: -26%

(46) CC1=C(C(=O)N(C)C)CC(CC(=O)NCCc2ccccn2)C(=O)N1CCC1=CCCCC1 (centres undefined)
  TDP1 cell noCPT: -11%	KAT2A inh: .	DT40 TDP1 CPT: 6%

(47) Cc1ccnc(SCc2cc(=O)c(OC(=O)c3cccs3)co2)n1
  TDP1 cell noCPT: 5%	KAT2A inh: -2%	DT40 TDP1 CPT: 3%

(48) COc1nnc(-c2ccc(N3CCCCC3)c(NC(=O)COc3ccccc3)c2)c2ccccc12
  TDP1 cell noCPT: 22%	KAT2A inh: .	DT40 TDP1 CPT: -3%

(49) CC1CCCC(NC(=O)C2CCN(S(=O)(=O)N3CCCCC3)CC2)C1C (centres undefined)
  TDP1 cell noCPT: -29%	KAT2A inh: -8%	DT40 TDP1 CPT: ?

(50) NN=C1C(=O)c2cccc3cccc1c23
  TDP1 cell noCPT: ?	KAT2A inh: .	DT40 TDP1 CPT: -25%

More structures:
The line under a structure holds: TDP1 cell noCPT, KAT2A inh, DT40 TDP1 CPT
51	CSc1nnc2c(n1)OC=Nc1ccccc1-2
 : -12%, -9%, -10%
52	Cc1c(Cl)cccc1NCC(=O)Nc1ccc(Cl)cc1F
 : -11%, -7%, -1%
53	O=C(c1ccc2c(c1)N(Cc1ccc(Cl)cc1)C(=O)c1ccccc1S2(=O)=O)N1CCN(c2ccccn2)CC1
 : 23µM*, -6%, 16µM*
54	CCO/C=N/c1c(C#N)c2c(c(=S)n1C)COC(C)(C)C2
 : -19%, -17%, -9%
55	OCC(O)C(O)C(O)C(O)C1NCCS1 (centres undefined)
 : 0%, 95%[activator][0.501 µM], 0%
56	C=CCNC(=O)NC(=O)COC(=O)[C@H](C)NS(=O)(=O)c1c(C)c(C)cc(C)c1C
 : -7%, 3%, 0%
57	O=C(Nc1ccc(F)cc1)C1CCCCC1
 : -11%, -2%, -7%
58	CC1(C(=O)NS(=O)(=O)Cc2cccc(Cl)c2)CCN1C(=O)c1cccc(F)c1 (centres undefined)
 : -16%, ., -14%
59	CCOC(=O)C1Nc2ccccc2C2C(O)C(O)CC12 (centres undefined)
 : ?, ., 29µM*
60	CCCNC(=S)Nc1cccc(C(F)(F)F)c1
 : -17%, -6%, -6%
61	CC(C)OCc1c(C(=O)Nc2nccs2)oc2ccccc12
 : ?, -6%, ?
62	CS(=O)(=O)c1ccc(Cl)c(NC(=O)c2ccc(-n3cncn3)c([N+](=O)[O-])c2)c1
 : -8%, ., -18%
63	COc1ccccc1NC(=O)c1ccc(N)cc1
 : -16%, -1%, -11%
64	Cc1ccc(C(CC(=O)NCCCN(C)C)c2ccc(OC(C)C)cc2)cc1 (centres undefined)
 : ?, -3%, ?
65	Clc1cccc2c1CN(C1=NCCN1)C2
 : ?, -5%[0.501 µM], ?
66	CCOc1ccccc1NC(=O)COC(=O)Cc1cccs1
 : 1%, 0%, 2%
67	CCNC(=S)N1CCN(c2ccccn2)CC1
 : -23%, 3%, 26%
68	Cc1cc(NS(=O)(=O)c2ccc(NC(=O)NC3CCCCC3)cc2)no1
 : -2%, 2%, 19%
69	O=C(Nc1ccc(S(=O)(=O)Nc2ncccn2)cc1)C12CC3CC(CC(C3)C1)C2
 : 4%, -2%, 10%
70	CCCCn1c(N)c(N(CCOC)C(=O)CN(C)S(=O)(=O)c2ccc(C)cc2)c(=O)[nH]c1=O
 : 20%, -3%, -1%
71	Cc1ccccc1Nc1c(-c2ccc(N3CCOCC3)cc2)nc2ccccn12
 : ?, ?, ?
72	COc1ccc(-c2noc(N3CCC(C(=O)NCc4ccc(Cl)cc4)CC3)n2)cc1
 : ?, -3%, -22%
73	O=C(CN1C(=O)C2CCCCC2C1=O)Nc1cc(C(F)(F)F)ccc1N1CCCC1 (centres undefined)
 : 3%, -1%, -27%
74	COc1ccccc1NC(=O)N1CCCC1C(=O)NCc1ccc2c(c1)OCO2 (centres undefined)
 : 6%, -8%, 0%
75	Cc1ccc(N2C(=O)CC(c3c[nH]c4ccccc34)C2=O)cc1 (centres undefined)
 : -25%, -3%, 8%

Screens (PubChem)
